LYPLA1 inh: counter-screen for PME1 inhibitors: inhibitors of human LYPLA1; O75608; 320,000 compounds, 0.16% hits; AID 2174; inhibition, % at 5.9 µM; recombinant LYPLA1, FP-Rh probe fluorescence polarization;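 active = inhibition above the mean of all tested compounds plus 3 SD, set per campaign, cut at about 14% in these data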;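 note: inhibitors block serine hydrolase probe labeling of LYPLA1 so polarization falls; 0% = enzyme with DMSO and 100% = wells lacking LYPLA1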
PME-1 primary: PME-1 (human) inhibition | recombinant PME-1, FP-Rh probe fluorescence polarization | inhibition, % at 5.9 µM | 320,000 compounds, 0.53% hits;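 active = inhibition above the campaign mean of all compounds plus 3 SD, cut at about 26% in these data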;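 note: competitive labeling of PME-1 active site by serine hydrolase directed probe; 0% = PME-1 with DMSO and 100% = wells lacking PME-1 enzyme; inhibitors block probe labeling so polarization falls and inhibition rises; many of its hits are not listed in these tables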
Target sequence (Q9Y570 whole entry, looked up): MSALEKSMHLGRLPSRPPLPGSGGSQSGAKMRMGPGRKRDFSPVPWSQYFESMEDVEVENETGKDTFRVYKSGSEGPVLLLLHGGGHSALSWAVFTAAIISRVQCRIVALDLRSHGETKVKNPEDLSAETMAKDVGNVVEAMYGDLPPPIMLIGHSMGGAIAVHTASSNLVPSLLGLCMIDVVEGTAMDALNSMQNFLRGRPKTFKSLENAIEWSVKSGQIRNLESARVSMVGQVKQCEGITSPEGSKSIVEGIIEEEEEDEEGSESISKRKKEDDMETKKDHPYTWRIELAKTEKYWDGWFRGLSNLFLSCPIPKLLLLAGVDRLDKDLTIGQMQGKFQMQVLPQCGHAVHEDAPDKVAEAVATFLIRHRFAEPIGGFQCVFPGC
LYPLA2 inh: counter-screen for PME1 inhibitors: inhibitors of human LYPLA2 | O95372 | recombinant LYPLA2, FP-Rh probe fluorescence polarization | inhibition, % at 5.9 µM | 320,000 compounds, 0.38% hits | AID 2177;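 active = inhibition above the screen-wide mean plus 3 SD, limit set per campaign, cut at about 26% in these data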;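 note: 0% = LYPLA2 with DMSO and 100% = wells lacking LYPLA2 enzyme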
Target sequence (O95372 whole entry, looked up): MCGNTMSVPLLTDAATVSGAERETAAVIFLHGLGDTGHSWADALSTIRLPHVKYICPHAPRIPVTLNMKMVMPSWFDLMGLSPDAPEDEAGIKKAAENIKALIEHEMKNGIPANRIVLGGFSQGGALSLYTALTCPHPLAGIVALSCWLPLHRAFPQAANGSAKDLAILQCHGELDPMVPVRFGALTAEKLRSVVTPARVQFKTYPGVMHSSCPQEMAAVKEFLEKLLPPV
PAFAH2 inh: inhibitors of human PAFAH2; recombinant PAFAH2, FP-rhodamine activity probe, fluorescence polarization; inhibition, % at 3.39 µM; 340,000 compounds, 0.99% hits; AID 492956;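 active = inhibition above the mean over all tested compounds plus 3 SD, cut at about 30% in these data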;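 note: inhibitors block probe labeling of enzyme so polarization drops; 0% = enzyme with DMSO and 100% = wells lacking PAFAH2 protein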
PAFAH1B2 FP inh: blocks human PAF acetylhydrolase 1b catalytic subunit 2; P68402; recombinant PAFAH1B2, FP-rhodamine activity probe, fluorescence polarization; inhibition, % at 3.39 µM; 340,000 compounds, 1.2% hits; AID 492953;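 active = inhibition above the mean of all tested compounds plus 3 SD, cut at about 24% in these data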;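 note: 0% = enzyme with DMSO and 100% = wells lacking PAFAH1B2; many of its hits are not listed in these tables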
pPAFAH FP inh: pPAFAH (human) enzyme inhibition | Q13093 | recombinant pPAFAH, FP-rhodamine probe fluorescence polarization | inhibition, % at 3.39 µM | 330,000 compounds, 1.5% hits | AID 463082;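 active = inhibition above the mean inhibition across the screen plus 3 SD, cut at about 25% in these data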;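 note: inhibitors block binding of the rhodamine activity-based probe so polarization drops; 0% = enzyme with DMSO and 100% = wells lacking pPAFAH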
Target sequence (Q13093 whole entry, looked up): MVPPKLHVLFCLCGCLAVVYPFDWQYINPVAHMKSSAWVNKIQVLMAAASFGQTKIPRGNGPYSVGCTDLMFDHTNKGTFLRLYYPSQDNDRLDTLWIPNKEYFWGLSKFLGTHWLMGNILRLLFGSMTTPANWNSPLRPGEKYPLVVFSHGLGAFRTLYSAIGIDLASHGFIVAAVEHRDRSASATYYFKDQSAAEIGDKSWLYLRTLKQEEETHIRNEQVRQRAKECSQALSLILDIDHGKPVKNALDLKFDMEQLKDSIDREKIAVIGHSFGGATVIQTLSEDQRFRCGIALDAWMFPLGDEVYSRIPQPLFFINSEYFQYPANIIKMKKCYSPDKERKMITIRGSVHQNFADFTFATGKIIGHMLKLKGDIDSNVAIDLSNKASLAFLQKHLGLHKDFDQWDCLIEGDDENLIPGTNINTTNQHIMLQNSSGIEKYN
GSTO1 inh: counter-screen for RBBP9 inhibitors: inhibitors of human GSTO1 | P78417 | recombinant GSTO1, activity-based probe fluorescence polarization | inhibition, % at 5.96 µM | 300,000 compounds, 1.1% hits;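 active = inhibition above the campaign mean inhibition plus 3 SD, cut at about 35% in these data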;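 note: 0% = GSTO1-1 with DMSO and 100% = wells lacking GSTO1-1 enzyme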
PAD4 inh: blocks human protein arginine deiminase 4; Q9UM07; 330,000 compounds, 0.41% hits; inhibition, % at 6.36 µM; recombinant PAD4, RCA probe fluorescence polarization; AID 485272;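 active = percent inhibition above a cutoff equal to the mean of all tested compounds plus 3 SD, cut at about 15% in these data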;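 note: 0% = PAD4 with RCA probe and DMSO and 100% = probe without PAD4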
PAFAH1B3 inh: blocks human PAF acetylhydrolase 1B catalytic subunit 3. Q15102. recombinant PAFAH1B3, FP-rhodamine probe, fluorescence polarization. inhibition, % at 3.39 µM. 340,000 compounds, 0.28% hits;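 active = inhibition above the screen-wide average of all tested compounds plus 3 SD, cut at about 25% in these data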;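 note: 0% = enzyme with DMSO only and 100% = wells lacking PAFAH1B3 protein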
Starred values were filed as active, the others as inactive. A portion of the library. The share of hits here may be higher or lower than overall.

C=CCn1c(COc2ccccc2)nnc1SCC(=O)N/N=C/c1cc(Cl)ccc1O was read as LYPLA1 inh -1, PME-1 primary -2, LYPLA2 inh -2, PAFAH2 inh 8, PAFAH1B2 FP inh 5, pPAFAH FP inh 10, GSTO1 inh 3, PAD4 inh -1 and PAFAH1B3 inh 7.
`COc1ccc(CCNc2ccncn2)cc1` gave LYPLA1 inh 1, PME-1 primary -1, LYPLA2 inh -2, PAFAH2 inh -2, PAFAH1B2 FP inh 8, pPAFAH FP inh 3, GSTO1 inh -2, PAD4 inh 0 and PAFAH1B3 inh 6.
`Cc1c(NC(=O)C2CCCN(S(=O)(=O)c3cnc[nH]3)C2)c(=O)n(-c2ccccc2)n1C` (configuration not stated) gave LYPLA1 inh 3, PME-1 primary -4, LYPLA2 inh 1, PAFAH2 inh -4, PAFAH1B2 FP inh -7, pPAFAH FP inh -10, GSTO1 inh -3, PAD4 inh 6 and PAFAH1B3 inh 3.
For CN1c2ccccc2-c2nc3ccccc3n2C1c1ccccn1 (configuration not stated) the results were LYPLA1 inh -2, PME-1 primary -3, LYPLA2 inh 4, PAFAH2 inh -10, PAFAH1B2 FP inh 2, pPAFAH FP inh 4, GSTO1 inh 2, PAD4 inh 0 and PAFAH1B3 inh -1.
For O=C(c1ccc(N2CCCCC2)c([N+](=O)[O-])c1)N(c1ccccn1)c1ccccn1 the results were LYPLA1 inh -3, PME-1 primary -5, LYPLA2 inh 0, PAFAH2 inh 5, PAFAH1B2 FP inh 1, pPAFAH FP inh 0, GSTO1 inh 4, PAD4 inh -7 and PAFAH1B3 inh -3.
Screening O=C(Nc1ncc2c(n1)CC(c1cccc(Cl)c1)CC2=O)c1ccco1 (configuration not stated) returned LYPLA1 inh -4, PME-1 primary -6, LYPLA2 inh -1, PAFAH2 inh 11, PAFAH1B2 FP inh -4, pPAFAH FP inh 6, GSTO1 inh -7, PAD4 inh 1 and PAFAH1B3 inh 5.
COC(=O)c1cccc(N(C(=O)c2ccco2)C(C(=O)NC2CCCC2)c2ccco2)c1 (configuration not stated) was read as LYPLA1 inh 2, PME-1 primary -6, LYPLA2 inh 7, PAFAH2 inh -5, PAFAH1B2 FP inh -2, pPAFAH FP inh -7, GSTO1 inh 2, PAD4 inh -8 and PAFAH1B3 inh -3.
Screening CCCCCCCC(=O)NNC(=O)c1c(O)c2ccccc2n(CC)c1=O returned LYPLA1 inh 0, PME-1 primary -6, LYPLA2 inh 2, PAFAH2 inh 11, PAFAH1B2 FP inh 6, pPAFAH FP inh 0, GSTO1 inh 3, PAD4 inh -4 and PAFAH1B3 inh 2.
Cn1c(C(F)(F)F)nc2c(=O)oc3ccccc3c21 was read as LYPLA1 inh -1, PME-1 primary 7, LYPLA2 inh -4, PAFAH2 inh 7, PAFAH1B2 FP inh 1, pPAFAH FP inh 0, GSTO1 inh 3, PAD4 inh 2 and PAFAH1B3 inh 10.
COCCNC(=O)NC(=O)COC(=O)Cc1ccc2c(c1)OCCO2 was read as LYPLA1 inh -2, PME-1 primary 5, LYPLA2 inh 8, PAFAH2 inh 1, PAFAH1B2 FP inh 1, pPAFAH FP inh 4, GSTO1 inh -3, PAD4 inh -2 and PAFAH1B3 inh 11.
`O=C(NC(C(=O)c1ccccc1)N1CCOCC1)c1ccccc1` (configuration not stated) gave LYPLA1 inh -1, PME-1 primary 1, LYPLA2 inh 1, PAFAH2 inh -1, PAFAH1B2 FP inh -1, pPAFAH FP inh 3, GSTO1 inh -3, PAD4 inh -1 and PAFAH1B3 inh 5.
CCCCn1c(NCCN(C)C)nc2c1c(=O)[nH]c(=O)n2C was read as LYPLA1 inh 0, PME-1 primary -6, LYPLA2 inh -3, PAFAH2 inh 3, PAFAH1B2 FP inh 5, pPAFAH FP inh 2, GSTO1 inh 1, PAD4 inh -3 and PAFAH1B3 inh 3.
Screening O=C(O)c1ccccc1NS(=O)(=O)c1ccc2c3c(cccc13)C(=O)N2 returned LYPLA1 inh 0, PME-1 primary 1, LYPLA2 inh -4, PAFAH2 inh -9, PAFAH1B2 FP inh -2, pPAFAH FP inh -16, GSTO1 inh -26, PAD4 inh -6 and PAFAH1B3 inh 6.
Screening CCc1nc2ccc(C(=O)NCCc3ccccc3OC)cc2nc1CC returned LYPLA1 inh 1, PME-1 primary 6, LYPLA2 inh -2, PAFAH2 inh 4, PAFAH1B2 FP inh 0, pPAFAH FP inh 1, GSTO1 inh 0, PAD4 inh -2 and PAFAH1B3 inh 8.
`COc1ccc(C2Nc3ccccc3C(=O)N2c2ccc(C)cc2)cc1Cn1cc([N+](=O)[O-])cn1` (configuration not stated) gave LYPLA1 inh -4, PME-1 primary -6, LYPLA2 inh 0, PAFAH2 inh 4, PAFAH1B2 FP inh 4, pPAFAH FP inh 8, GSTO1 inh -4, PAD4 inh 2 and PAFAH1B3 inh -7.
O=C(Nc1cc(Cl)ccc1O)c1cc2n(n1)C(C(F)(F)F)CC(c1ccc3c(c1)OCO3)N2 (configuration not stated) was read as LYPLA1 inh -14, PME-1 primary -11, LYPLA2 inh -13, PAFAH2 inh -7, PAFAH1B2 FP inh 2, pPAFAH FP inh 1, GSTO1 inh -8, PAD4 inh -6 and PAFAH1B3 inh -1.
`O=C(c1ccc(-c2cccc(C(F)(F)F)c2)o1)N1CCN(c2ccccc2O)CC1` gave LYPLA1 inh 3, PME-1 primary 10, LYPLA2 inh 5, PAFAH2 inh -3, PAFAH1B2 FP inh 3, pPAFAH FP inh 17, GSTO1 inh 0, PAD4 inh 2 and PAFAH1B3 inh 9.
For O=C(N/N=C1/CC2C=CCC12)c1ccco1 (configuration not stated) the results were LYPLA1 inh -1, PME-1 primary 2, LYPLA2 inh 3, PAFAH2 inh -6, PAFAH1B2 FP inh 0, pPAFAH FP inh 0, GSTO1 inh 1, PAD4 inh 3 and PAFAH1B3 inh 6.
CCC(CC)C(=O)Nc1cccc(SC)c1 was read as LYPLA1 inh -3, PME-1 primary -1, LYPLA2 inh -4, pPAFAH FP inh -3, GSTO1 inh 4 and PAD4 inh -3.
`CC(=O)N1CCc2cc(S(=O)(=O)NCCC(=O)NC3CCCCCC3)ccc21` gave LYPLA1 inh -5, PME-1 primary -3, LYPLA2 inh -7, PAFAH2 inh 3, PAFAH1B2 FP inh -1, pPAFAH FP inh 0, GSTO1 inh 13, PAD4 inh -2 and PAFAH1B3 inh 8.

Reprinted from the part before: 2 entries; new compounds follow.
CCC(CC)C(=O)Nc1cccc(SC)c1 was read as LYPLA1 inh -3, PME-1 primary -1, LYPLA2 inh -4, pPAFAH FP inh -3, GSTO1 inh 4 and PAD4 inh -3.
`CC(=O)N1CCc2cc(S(=O)(=O)NCCC(=O)NC3CCCCCC3)ccc21` gave LYPLA1 inh -5, PME-1 primary -3, LYPLA2 inh -7, PAFAH2 inh 3, PAFAH1B2 FP inh -1, pPAFAH FP inh 0, GSTO1 inh 13, PAD4 inh -2 and PAFAH1B3 inh 8.
Cn1c(=O)c2c(nc(N/N=C/c3ccc(OC(=O)c4ccco4)cc3)n2Cc2ccccc2Cl)n(C)c1=O was read as LYPLA1 inh -2, PME-1 primary -6, LYPLA2 inh 6, PAFAH2 inh -3, PAFAH1B2 FP inh 1, pPAFAH FP inh 4, GSTO1 inh 0, PAD4 inh -3 and PAFAH1B3 inh 2.
For Cc1c(C(=O)Nc2ccc(F)cc2)nnn1-c1cccc(C(F)(F)F)c1 the results were LYPLA1 inh 2, PME-1 primary -2, LYPLA2 inh 2, PAFAH2 inh 3, PAFAH1B2 FP inh 2, pPAFAH FP inh -1, GSTO1 inh 3, PAD4 inh 6 and PAFAH1B3 inh -7.
`COc1ccc(N2CCN(c3oc(COc4ccc(Cl)cc4Cl)nc3C#N)CC2)cc1` gave LYPLA1 inh 1, PME-1 primary -2, LYPLA2 inh 4, PAFAH2 inh -15, PAFAH1B2 FP inh 4, pPAFAH FP inh 4, GSTO1 inh 4, PAD4 inh -4 and PAFAH1B3 inh 1.
`Cc1cccc(N2Cc3ccccc3C2=NC(=O)c2ccc(Cl)nc2)c1` gave LYPLA1 inh 2, PME-1 primary 2, LYPLA2 inh 4, PAFAH2 inh 4, PAFAH1B2 FP inh -3, pPAFAH FP inh 1, GSTO1 inh 4, PAD4 inh -8 and PAFAH1B3 inh 13.
`CCCCn1c(N)c(N(CCOC)C(=O)c2ccc(N3CCCC3)c([N+](=O)[O-])c2)c(=O)[nH]c1=O` gave LYPLA1 inh -2, PME-1 primary 0, LYPLA2 inh -6, PAFAH2 inh 3, PAFAH1B2 FP inh 7, pPAFAH FP inh 6, GSTO1 inh 2, PAD4 inh 6 and PAFAH1B3 inh 2.
CN(C)C(=O)Cn1c(=O)n(C)c2ccccc21 was read as LYPLA1 inh 4, PME-1 primary 1, LYPLA2 inh 5, PAFAH2 inh -3, PAFAH1B2 FP inh 0, pPAFAH FP inh -2, GSTO1 inh 5, PAD4 inh 3 and PAFAH1B3 inh 3.
`COc1ccc(OC)c(S(=O)(=O)NCC(c2ccco2)N2CCc3ccccc32)c1` (configuration not stated) gave LYPLA1 inh 1, PME-1 primary 9, LYPLA2 inh 2, PAFAH2 inh 3, PAFAH1B2 FP inh 3, pPAFAH FP inh 4, GSTO1 inh -5, PAD4 inh 5 and PAFAH1B3 inh -5.
Screening CCOc1ccc2[nH]c(=O)c(C(c3nnnn3Cc3ccco3)N3CCC(C)CC3)cc2c1 (configuration not stated) returned LYPLA1 inh 4, PME-1 primary 4, LYPLA2 inh 2, PAFAH2 inh 5, PAFAH1B2 FP inh 1, pPAFAH FP inh 3, GSTO1 inh 3, PAD4 inh -4 and PAFAH1B3 inh 9.
CC1(c2ccc(OC(F)F)cc2)NC(=O)N(CC(=O)Nc2ccccc2)C1=O (configuration not stated) was read as LYPLA1 inh 1, PME-1 primary 0, LYPLA2 inh 0, PAFAH2 inh -4, PAFAH1B2 FP inh 6, pPAFAH FP inh -4, GSTO1 inh -3, PAD4 inh 4 and PAFAH1B3 inh 8.
CCCCOc1ccc(C(=O)NCC(=O)NCC(c2ccco2)N2CCCCC2)cc1 (configuration not stated) was read as LYPLA1 inh -2, PME-1 primary -3, LYPLA2 inh -4, PAFAH2 inh 4, PAFAH1B2 FP inh 4, pPAFAH FP inh -1, GSTO1 inh -2, PAD4 inh -6 and PAFAH1B3 inh 14.
Screening CC(=O)Oc1ccc2c(=O)c(-c3ccccc3)c(C)oc2c1 returned LYPLA1 inh -1, PME-1 primary -6, LYPLA2 inh -3, PAFAH2 inh 4, PAFAH1B2 FP inh 2, pPAFAH FP inh -10, GSTO1 inh 4, PAD4 inh 2 and PAFAH1B3 inh 1.
`CCOC(=O)c1cnn(CC2CCCCC2)c1N` gave LYPLA1 inh 5, PME-1 primary 1, LYPLA2 inh 11, PAFAH2 inh -10, PAFAH1B2 FP inh 2, pPAFAH FP inh -2, GSTO1 inh 3, PAD4 inh 4 and PAFAH1B3 inh 5.
For CC(C)N(CCn1c(SCC(=O)N2CC(=O)Nc3ccccc32)nc2ccccc2c1=O)C(C)C the results were LYPLA1 inh -3, PME-1 primary 3, LYPLA2 inh 2, PAFAH2 inh 0, PAFAH1B2 FP inh 3, pPAFAH FP inh 11, GSTO1 inh 6, PAD4 inh 2 and PAFAH1B3 inh 2.
`C=CCN=C1CC(C)(C)C(C(=O)OC)C(O)=C1C(=O)CCC` (configuration not stated) gave LYPLA1 inh -3, PME-1 primary 0, LYPLA2 inh -4, PAFAH2 inh -1, PAFAH1B2 FP inh 8, pPAFAH FP inh 4, GSTO1 inh -7, PAD4 inh 2 and PAFAH1B3 inh 2.

High-throughput results (PubChem BioAssay)
